# Cneo AK release: Cryptococcus neoformans cell lysis inducers, primary screen, AK release luminescence, single concentration. 0.2% of 360,000 active. lysis activity, % at 15 µM. C. neoformans lysis, adenylate kinase release luminescence, 4 h; normalised: neutral wells 0, clomiphene wells 100;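 active = mean lysis activity across replicates of at least 80%, whatever share of replicates individually reach that level; inactive = mean lysis activity below 80%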
#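 Assay system: C. neoformans cells. Amount: yeast cell density of 5 × 10^6 cells/mL. Technique: AK luminescence. Buffer or medium: YPD. Times: static 4 h at 37 °C with compound, 1 h detection. Dosing: single-point compound dose. Read-out: lysis from increased AK signal.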
# PGC1a acetyl inh: inhibitors of PGC1a acetylation signal, primary screen, cell-based, U2OS, AlphaScreen, inhibitor mode; AID 651687, 2012; AlphaScreen anti-acetyl-lysine; with virally co-expressed GCN5 acetyltransferase; 0.17% of 350,000 active; inhibition, % at 15.6 µM;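 active = every replicate shows inhibition of at least 40%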;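 also: 0% = neutral control wells and 100% = positive control wells; some results beyond the cut were filed as inactive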
# * hit, by the source's call. A portion of the library (hit frequency here may not be typical).
SMILES,Cneo AK release,PGC1a acetyl inh
CN(CCC(=O)Nc1ccc(Br)cc1)Cc1ccccc1,2,3
Cc1cc(C)nc(NS(=O)(=O)c2ccc(NC(=S)NC(=O)CC(C)C)cc2)n1,0,6
OC(CN1CCN(c2cccc(C(F)(F)F)c2)CC1)c1c[nH]c2ccccc12 (centres undefined),11,-6
O=C(NCc1ccc(Cl)cc1)c1ccc(COCC(F)(F)F)o1,5,3
Cc1ccc(C)c(NC(=S)N2CCN(c3cccc(C(F)(F)F)c3)CC2)c1,0,-4
Cc1nn(Cc2c(F)c(F)c(F)c(F)c2F)c(C)c1NC(=O)c1cccc(COc2ccc(Cl)cc2)c1,7,8
Cc1cc(N=Cc2c(O)n(-c3ccc4c(c3)OCO4)c(=O)c3ccccc23)ccn1,1,-6
CCOC(=O)C1=C(C)NC(C)=C(C(=O)OCC)C1c1ccc(O)cc1,3,-2
O=C1CCC(C(=O)OCc2cc(Cl)ccc2OC(F)F)N1 (centres undefined),-6,6
O=C1CCCc2nc(N3CCCCC3)sc21,0,5
CCOc1cc(S(=O)(=O)NC2CCCCCC2)ccc1F,3,-3
Cc1ccc(S(=O)(=O)Nc2ccccc2-c2ccccc2NS(=O)(=O)c2ccc(C)cc2)cc1,2,-2
O=C(Nc1ccc2c(c1)OCCO2)c1ccncc1,-1,4
COc1ccc2c(c1)CCc1c(C(=O)N3CCCc4ccccc43)noc1-2,-2,4
CC(C)(C)C(=O)/C=C(\N)c1ccccn1,-2,-4
Cc1c(C(=O)N2CCCCC2)sc(N)c1C#N,1,8
O=C(Cc1ccccc1)N/N=C/c1ccccc1Cl,1,4
COc1ccc(-n2c(SCC(=O)Nc3ccccc3)nnc2-c2ccc(NS(=O)(=O)c3ccc(C)cc3)cc2)cc1,-1,19
CCC(C)NC(=O)Cc1cn(C)c2ccccc12 (centres undefined),-1,-4
COC(=O)CNC(=O)CN1C(=O)N(c2ccc(Cl)cc2)C(N(O)C(=O)Nc2ccc(Cl)cc2)C1(C)C (centres undefined),1,1
O=C(Nc1nncs1)c1ccc(N2C(=O)C3C4C=CC(C4)C3C2=O)cc1 (centres undefined),1,4
Cc1ccc(-c2nc3ccccc3o2)cc1NC(=O)c1ccc2c(c1)OCO2,-3,-5
CC(=O)CC(C)(C)S(=O)(=O)c1ccc(Oc2ccc(S(=O)(=O)C(C)(C)CC(C)=O)cc2)cc1,-17,-6
CCN1C(=O)CC(n2c(C)nc3ccccc32)C1=O (centres undefined),1,-6
COC(=O)C1=C(C)Nc2nnnn2C1c1cccnc1 (centres undefined),5,-8

# Later entries
SMILES,Cneo AK release,PGC1a acetyl inh
Cc1c(Br)cccc1NC(=O)c1sccc1-n1cccc1,1,25
CCOC(=O)CCCn1ncn2c(cc3occc32)c1=O,0,5
CCC(CO)N=CC1=C(O)C(C(=O)c2ccccc2)CCC1=O (centres undefined),1,6
COc1cccc(CNC(=O)c2cnc(-c3ccccn3)nc2C(F)(F)F)c1,0,-12
CCCc1ccc(C(C)NC(=O)c2cnccn2)cc1 (centres undefined),-1,-2
C/C=C(\C)c1nnc(NC(=O)c2ccco2)s1,-2,-17
CCn1c(SCC(=O)Nc2ccccc2-c2ccccc2)nnc1-c1ccoc1C,-2,37
O=C(CSC1=NCCS1)Nc1ccc(S(=O)(=O)NC2CCCCC2)cc1,0,0
COc1cc(NC(=O)CN(c2ccc(C)cc2)S(=O)(=O)c2c(C)n[nH]c2C)cc(OC)c1,1,-9
O=C1CCCCCN1Sc1ccccc1,0,-5
CC12CCC(c3c(C(=O)O)nn(-c4ccc(F)cc4)c31)C2(C)C (centres undefined),2,2
CCOC(=O)COn1c2c(c3c4no[n+]([O-])c4ccc31)CCCC2,-1,-9
Cc1[nH]n(C(N)=S)c(=O)c1C(c1ccccc1)C(C#N)C#N (centres undefined),-1,-4
CCCCS(=O)(=O)NC1=NCN(CCO)CN1,2,-1
CC1CC(C)CN(C2CCN(Cc3cccnc3)CC2)C1 (centres undefined),-1,-2
O=S(=O)(Nc1ccc(Oc2ncccn2)c(Cl)c1)c1ccc(Cl)cc1,-1,13
Cc1cc(O)cc(O)c1-c1onc(C(F)(F)F)c1-c1cscn1,0,2
c1cc2c(nn1)CCc1nonc1-2,2,12
COc1ccc(C)cc1S(=O)(=O)N(CC(=O)O)c1ccc(C)cc1,4,4
CCOc1ccc2nc(SCC(=O)NC(=O)NCc3ccco3)sc2c1,-3,-20
CN(c1ccc(C(=O)Nc2cccnc2)cc1)S(C)(=O)=O,1,2
Cc1cc(=O)[nH]c(N2CCCC2)n1,1,8
CC(SCc1ccccc1)C(=O)NC1CCCC1 (centres undefined),2,-5
Cc1cc(N2CCOCC2)n2nc(C)c(-c3ccccc3)c2n1,0,-1
O=C(/C=C/c1ccccc1)NC(NC(=S)Nc1ccc(Cl)cc1)C(Cl)(Cl)Cl (centres undefined),-2,-41

# Following part.
SMILES,Cneo AK release,PGC1a acetyl inh
Nc1ccc2oc(CCc3ccccc3)nc2c1,-4,6
CSc1nc(C)cc(Oc2ccc(OCCOc3ccccc3)nn2)n1,2,9
Cc1nc(N)sc1-c1csc(Nc2ccccn2)n1,5,-5
CCCCN(C)C1=Nc2cccc3cccc1c23,-3,-2
CCOC(=O)c1ccc(NC(=O)c2ccc(CN3CCOCC3)cc2)cc1,0,9
Cn1c(=O)[nH]c(=O)c2c1nc(Br)n2CC(O)c1ccccc1 (centres undefined),2,-4
O=C(COC(=O)c1ccco1)c1ccc2ccccc2c1,-5,0
CN1CCN(c2ccc(NC(=O)c3ccccc3Br)cc2)CC1,2,-9
O=C(N=NC(=O)c1ccc2c(O)n(C3CCCCC3)c(O)c2c1)c1cccnc1,-2,3
CCCCN1C(=O)c2ccc(C(=O)NC3=NCCS3)cc2C1=O,0,8
O=C1c2cccnc2-c2ncccc21,14,4
CC1CCc2c(sc(NS(=O)(=O)c3ccccc3)c2C(=O)OC(C)C)C1 (centres undefined),3,9
O=S(=O)(N/N=C/c1ccc(Cl)cc1)c1ccc(Cc2ncc(C(F)(F)F)cc2Cl)s1,0,13
O=C(Nc1cccc(-c2nc3ncccc3o2)c1)c1cc2ccccc2o1,-2,31
COc1ccc(-c2cc(C(F)(F)F)n3nc(C(=O)NCc4ccco4)c(Cl)c3n2)cc1,0,7
O=C(CCNC(=O)Cn1ccc2ccccc2c1=O)NCCN1CCc2ccccc2C1,1,2
O=c1c2nnn(Cc3ccccc3)c2ncn1-c1ccccc1,2,-4
COc1cc(OC)cc(-n2nc(C(=O)NCCCN3CCOCC3)c3ccccc3c2=O)c1,0,-2
CC1=C(C(=O)Nc2ccccc2)C(c2ccccn2)n2ncnc2N1 (centres undefined),2,-6
O=S(=O)(NC1c2cccc3cccc(c23)C1N1CCN(CCO)CC1)c1ccccc1 (centres undefined),2,3
CC(=O)Nc1c(NC(C)C)c2ccccc2oc1=O,-1,11
COC(=O)c1ccccc1S(=O)(=O)N(Cc1cc2ccc(OC)cc2[nH]c1=O)CC1CCCO1 (centres undefined),-1,8
CCOc1ccc(/C(O)=C2\C(=O)C(=O)N(c3cc(C)on3)C2c2ccccc2OC)cc1 (centres undefined),10,-16
COc1ccc(C)cc1-n1c(N)c(C#N)c(C#N)c1-c1ccc(OC)c(OC)c1OC,5,-14
C=CCc1c(C)[nH]c(=S)c(C#N)c1C,0,-6

# An excerpt from above in order of number of heavy atoms, falling.
SMILES,Cneo AK release,PGC1a acetyl inh
COC(=O)CNC(=O)CN1C(=O)N(c2ccc(Cl)cc2)C(N(O)C(=O)Nc2ccc(Cl)cc2)C1(C)C (centres undefined),1,1
O=C1CCC(C(=O)OCc2cc(Cl)ccc2OC(F)F)N1 (centres undefined),-6,6
C=CCc1c(C)[nH]c(=S)c(C#N)c1C,0,-6

# More records
SMILES,Cneo AK release,PGC1a acetyl inh
O=C1S/C(=C/c2ccc(N3CCOCC3)o2)C(=O)N1Cc1ccc(F)cc1,3,1
O=c1oc2ccccc2c(N2CCCCC2)c1CN1CCCCC1,2,-3
Cc1cc(NC(=O)CCN2CCC(C(N)=O)CC2)ccc1Br,1,-22
C=CCn1c(=NC(=O)c2sc3ccccc3c2Cl)sc2cc(S(N)(=O)=O)ccc21,0,11
O=C(CSc1ncccn1)NN=C1CCCCCCC1,-4,-7
CN(CCOC(=O)c1ccc2c(c1)OCCO2)Cc1ccccc1,4,-1
O=C(CSc1nnc(Cn2nnc3ccccc32)o1)Nc1cccc(Cl)c1,0,14
CCCN1CCC(NC(=O)Nc2ccccc2C(=O)OC)CC1,-1,17
CC1CC(C)CN(C(=O)Cn2c(=O)n(CCCCC(=O)NCc3ccco3)c(=O)c3ccccc32)C1 (centres undefined),-1,3
O=c1c[n+]([O-])c2ccccc2n1OCc1ccccn1,-2,37
O=C(C1CC1(c1ccccc1)c1ccccc1)N1CCOCC1 (centres undefined),1,2
NS(=O)(=O)c1cccn1-c1ncc(C(F)(F)F)cc1Cl,1,7
COCCNC(=O)c1c(N)n(CCC2=CCCCC2)c2nc3ccccc3nc12,4,4
CN(C)c1ccc(C(=O)c2ccccc2C(=O)O)c(O)c1,1,15
Cn1c(=O)[nH]c(=O)c2c1nc(N1CCC(Cc3ccccc3)CC1)n2Cc1ccccc1,-1,0
CC(C)Oc1cccc(C(=O)Nc2ccc(N3CCN(S(C)(=O)=O)CC3)cc2)c1,-1,-7
COc1ccc(-c2c(C)n([O-])c(C)c(C)[n+]2=O)cc1,-2,13
O=C1c2ccccc2C(=O)N1CCCOc1ccccc1,-3,0
Cc1nc(SCC(=O)Nc2ccccc2)c2oc3ccccc3c2n1,0,-1
Cc1ccc(C(=O)CSC2=C(C#N)C(c3ccco3)C3=C(CC(C)(C)CC3=O)N2)cc1 (centres undefined),1,-1
CN(C)CCCNC(=O)c1ccc(-c2nc(-c3ccc(Cl)cc3)cs2)cc1,15,-19
c1csc(-c2nc3nc4ccccc4nc3n2Cc2ccc3c(c2)OCO3)c1,-4,9
COC(=O)c1cnn(-c2cc(Oc3cccc(C)c3)ncn2)c1N,1,-11
Cc1ccc(N/C=C(\C#N)c2ccc(OCCCF)cc2)cc1,11,-8
Cc1cc(NC(=O)CSc2nnc(COc3ccccc3)o2)no1,-2,-10

# Continuation:
SMILES,Cneo AK release,PGC1a acetyl inh
Cc1ccc(N(CC(=O)Nc2cccc(C)c2)S(=O)(=O)c2cccc3nonc23)cc1,0,6
Cc1onc(-c2ccccc2Cl)c1C(=O)Nc1ccc(CN2CCCC2)cc1,1,-22
O=C(COC(=O)c1ccc2c(c1)OCCO2)Nc1cc(Cl)ccc1Cl,-3,11
CCNCc1nc2cc(OC)c(OC)cc2c(=O)[nH]1,-2,4
COc1ccc(Nc2sc(C(=O)c3ccc(Cl)cc3)c(N)c2C(=O)Nc2ccccc2OC)cc1,3,-8
COC(=O)c1sccc1NC(=O)CSc1ccccc1NS(=O)(=O)c1ccc(Cl)cc1,1,-12
CCC(C)Nc1nc2c(c(=O)n(C)c(=O)n2C)n1Cc1cccc(C)c1 (centres undefined),0,-10
COc1ccc(Br)cc1C1Nc2ccccc2C(=O)N1NC(=O)c1ccncc1 (centres undefined),-8,-7
CC1=C(C(=O)N(C)C)C(c2cccs2)NC(=O)N1 (centres undefined),12,2
O=C(CN1CCN(c2ccccn2)CC1)Nc1ccc(Cl)c(C(F)(F)F)c1,4,-11
COc1cccc(NC(=O)Cc2cccs2)c1,-2,3
CCc1ccc2[nH]c(=O)c(C(c3nnnn3Cc3ccco3)N3CCC(C)CC3)cc2c1 (centres undefined),-2,-6
Nc1nc(-c2ccc3c(c2)CCCC3)cs1,2,18
COC(=O)Cc1cc(=O)[nH]c(/N=C(\N)Nc2ccc(C)cc2C)n1,0,8
Cc1ccccc1Cn1c(-c2cncs2)nc2ccccc21,3,-21
CCOc1ccc(CNC(=O)CCn2c(=O)oc3ccccc32)cc1OC,1,0

# Full records, looked up by structure.
# Shown for CCOc1ccc(CNC(=O)CCn2c(=O)oc3ccccc32)cc1OC : Cneo AK release = 1; PGC1a acetyl inh = 0
# Shown for CCNCc1nc2cc(OC)c(OC)cc2c(=O)[nH]1 : Cneo AK release = -2; PGC1a acetyl inh = 4
# Shown for CCc1ccc2[nH]c(=O)c(C(c3nnnn3Cc3ccco3)N3CCC(C)CC3)cc2c1 (centres undefined) : Cneo AK release = -2; PGC1a acetyl inh = -6

# An excerpt of these results, with values under each structure.
# Value order – Cneo AK release	PGC1a acetyl inh
COc1cccc(NC(=O)Cc2cccs2)c1
 : -2	3
CCc1ccc2[nH]c(=O)c(C(c3nnnn3Cc3ccco3)N3CCC(C)CC3)cc2c1 (centres undefined)
 : -2	-6
Nc1nc(-c2ccc3c(c2)CCCC3)cs1
 : 2	18
